Screening results deposited in PubChem BioAssay by National Center for Advancing Translational Sciences (NCATS).
EPAC2 agonist = qHTS for Agonist of cAMP-regulated guanine nucleotide exchange factor 4 (EPAC2): primary screen; Rap guanine nucleotide exchange factor 4 (Homo sapiens), Q8WZA2; EPAC2 activation, biochemical qHTS; response scale: 100% = 6.5 mM cAMP response; Potency, µM (doses to about 154 µM), inactives show top-dose activation, most hits filed as activators; 360,000 tested, 0.079% active; AID 720711, 2013; further: nearly all actives have a fitted effect of over 50% in size
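qHTS, titration series. 100 nM EPAC2 / 250 nM Rap1B-BODIPY-GDP / 50 uM GDP; RT; ex 480/em 540 nm, 5-min reads to 30 min. Norm. to 6.5 mM cAMP = activation.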
aSyn rescue = qHTS of alpha-syn Inhibitors | Yeast expressing alpha-synuclein, growth rescue, BacTiter-Glo, 24 h | Potency, µM (series often up to 46.1 µM), without a hit: at the top dose growth rescue (activation), hits mostly activators | 370,000 tested, 0.14% active | AID 652106, 2013; further: % of control where 0% means no effect; nearly all actives have a fitted effect of over 65% in size
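Rescue of yeast growth: cells expressing toxic alpha-synuclein, induced in galactose at OD600 0.02, incubated with compound 24 h at 30 C. ATP luminescence quantified growth; inhibitors of toxicity appear as activators.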
EPAC2 antag = qHTS for Antagonist of cAMP-regulated guanine nucleotide exchange factor 2 (EPAC2): primary screen | EPAC2 GEF exchange of Rap1B-BODIPY-GDP, fluorescence | Potency, µM (top dose mostly 114 µM), for inactives: top-dose activity, negative = inhibition, hits mostly inhibitors | 360,000 tested, 0.18% active; further: on the % scale 0 is the no-effect control and ±100 the full control effect; nearly all actives have a fitted effect of over 45% in size; many of its hits are not listed in these tables
EPAC1 antag = qHTS for Antagonist of cAMP-regulated guanine nucleotide exchange factor 3 (EPAC1): primary screen. Rap guanine nucleotide exchange factor 3 (Homo sapiens), O95398. EPAC1 GEF assay, Rap1b-BODIPY-GDP exchange fluorescence. Potency, µM (top dose mostly 115 µM), for the others: top-dose activity change, negative = inhibition, hits mostly inhibitors. 360,000 tested, 0.14% active. AID 720709, 2013;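 further: plate controls were vehicle for no effect and positive control for full effect; nearly all actives have a fitted effect of over 50% in size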
PTHR1 agonist = qHTS for PTHR1 Agonists: Primary Screen | 410,000 tested, 0.075% active | Parathyroid hormone/parathyroid hormone-related peptide receptor (Homo sapiens), Q03431 | HEK293 GP2 PTHR1 cells, GloSensor cAMP luminescence, 1 h | Potency, µM (doses to about 115 µM), for inactives: at the top dose activation, hits mostly activators | AID 743266, 2014; further: nearly all actives have a fitted effect of over 55% in size; some results filed as inactive show a strong effect at the top dose; inactives centre near -15; many of its hits are not listed in these tables
Target sequence (Q03431 whole entry, looked up): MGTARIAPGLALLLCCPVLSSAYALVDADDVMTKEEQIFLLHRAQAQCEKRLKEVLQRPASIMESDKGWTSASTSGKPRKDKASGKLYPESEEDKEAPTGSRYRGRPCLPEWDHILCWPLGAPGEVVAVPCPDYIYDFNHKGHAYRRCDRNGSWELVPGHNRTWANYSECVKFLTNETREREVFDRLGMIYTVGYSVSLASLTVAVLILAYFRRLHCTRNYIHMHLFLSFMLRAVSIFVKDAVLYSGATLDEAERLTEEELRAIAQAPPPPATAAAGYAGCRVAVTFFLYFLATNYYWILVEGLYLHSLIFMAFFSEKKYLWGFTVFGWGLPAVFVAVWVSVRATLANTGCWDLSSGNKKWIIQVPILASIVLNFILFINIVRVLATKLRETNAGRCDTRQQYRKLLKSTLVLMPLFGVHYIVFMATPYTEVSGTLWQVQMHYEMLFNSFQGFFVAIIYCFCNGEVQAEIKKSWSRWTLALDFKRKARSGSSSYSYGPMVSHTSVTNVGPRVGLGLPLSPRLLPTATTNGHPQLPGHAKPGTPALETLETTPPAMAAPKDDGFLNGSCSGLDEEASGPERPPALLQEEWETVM
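HEK-293-derived GP2 cells expressing PTHR1 and a GloSensor cAMP reporter, 3,000/well, plated overnight, given luciferin plus IBMX (each 0.5 mM as added) for 1 h at 37 °C, then compound for 1 h at 37 °C. Luminescence was read after 15 min at room temperature.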
EPAC1 ag = qHTS for Agonist of cAMP-regulated guanine nucleotide exchange factor 3 (EPAC1): primary screen. EPAC1 agonist qHTS, biochemical assay; response scale: 100% = response to 6.5 mM cAMP. Potency, µM (highest dose often 154 µM), for the others: at the highest dose activation, actives largely listed as activators. 360,000 tested, 0.073% active. AID 720707, 2013; further: nearly all actives have a fitted effect of over 60% in size
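EPAC1 100 nM, Rap1B–BODIPY-GDP 250 nM, unlabeled GDP 50 uM; compound titration; 5 min RT; kinetic read ex480/em540 at 5-min intervals ×30 min; data normalized to 6.5 mM cAMP agonist control.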
FUS suppressor = qHTS for Suppressors of FUS Proteinopathy: Primary screen using FUS-linked yeast assay | S. cerevisiae FUS-expressing, growth rescue, OD600, 24 h | Potency, µM (doses to about 76.6 µM), for inactives: top-dose growth rescue (activation), most hits filed as activators | 390,000 tested, 0.24% active;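 further: plate controls were DMSO vehicle for no effect and reference control for full effect; nearly all actives have a fitted effect of over 55% in size; some results filed as inactive show a strong effect at the top dose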
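Yeast FUS proteinopathy model; galactose-induced FUS (2%), starting OD 0.005. Cpds in dilution series, 24hr, 30C, 99% humidity. Abs 600 nm growth. Pos ctrl CP55940 (top 92uM final); neg ctrl DMSO.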
TDP-43 yeast inh = qHTS of TDP-43 Inhibitors | TDP-43 expressing yeast growth rescue, BacTiter-Glo, 24 h | Potency, µM (top dose mostly 46.1 µM), without a hit: at the highest dose growth rescue (activation), usual class: activators | 410,000 tested, 1.8% active; further: % of control where 0% means no effect; nearly all actives have a fitted effect of over 50% in size
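Growth rescue of TDP-43-toxic yeast measured as ATP luminescence (BacTiter-Glo). Cells grown to mid-log in raffinose, induced in galactose at OD600=0.02, exposed to compound 24 hr at 30 deg C.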
* marks the source's active call; other numbers are inactive results; i = inactive; ? = inconclusive; · = no result given; & = joins results of further samples; [ ] = dose if it differs, or a comment. The call rests on the fitted dose curve; in most records, active means well fitted curve in the direction sought with a large enough effect; inconclusive means small, poorly fitted or top-dose-only effect, or another doubt; inactive means no such curve, though single readings can be large; an effect the other way counts as inactive or inconclusive. Potency means the concentration at half of the fitted maximal effect. Only part of the results is shown; count on the stated rates, not on these rows.

SMILES	EPAC2 agonist	aSyn rescue	EPAC2 antag	EPAC1 antag	PTHR1 agonist	EPAC1 ag	FUS suppressor	TDP-43 yeast inh
CC1O[C@@H](O[C@H](C)CC[C@@H](C)O[C@H]2OC(C)[C@@H](O)C[C@H]2O)C(O)C[C@H]1O (stereo partly drawn)	1%	-11%	2%	4%	-30%[inhibitor]	13%	-9%	25%
Cc1nn(-c2ccccc2)c(C)c1/C=N\NS(=O)(=O)c1ccc(Cl)cc1	5%	?	-17%	-3%	-18%[57.5 µM]	12%	21%	11%
CCOC(=O)CNC(=O)CSc1nc(Cc2ccccc2)nc2ccccc12	16%	1%	2%	-4%	-33%	9%	10%	12%
O=C(NCC1CCCO1)c1ccc(Oc2ccc([N+](=O)[O-])cc2Cl)cc1 (stereo not drawn)	3%	-1%	0%	-16%	i	-8%	-24%	7%
Cc1ccc(CSc2nnc(-c3ccccc3N)c(=O)[nH]2)cc1	9%	-13%	-1%	-5%	-30%	5%	31%	-9%
CCSc1nnc(NC(=O)CSc2c(Cl)cccc2Cl)s1	1%	2%	11%	6%	-2%	-10%	19%	4%
O=C(COC(=O)C12CC3CC(CC(Br)(C3)C1)C2)N1CCOCC1	23%	-3%	13%	12%	i	-4%	9%	-20%
COc1ccc(-c2cnc3c(c2)CCC3(C#N)C#N)cc1	-1%	29%	14%	-9%	i	-5%	·	?
COCCN1CCN(C(=O)C2CCC(=O)N(CCc3ccc(Cl)cc3)C2)CC1 (stereo not drawn)	5%	-7%	-8%	9%	-21%	5%	·	3%
Cc1nc(SCC(=O)Nc2ccnc3ccccc23)n[nH]1	-8%	-5%	11%	15%	-24%	-1%	10%	?
COc1ccc(NS(=O)(=O)c2ccc(NC(=O)c3ccc(Br)cc3)cc2)nn1	1%	6%	-5%	-5%	-50%[inhibitor]	6%	-4%	1%
Cc1cccc(NC(=S)Nc2cccc(C)n2)n1	4%	1%	-14%	-2%	i	4%	-11%	18%
C[C@H](CO)N1C[C@H](C)[C@@H](CN(C)S(C)(=O)=O)Oc2c(NC(=O)Nc3ccccc3)cccc2C1=O	8%	-3%	3%	5%	24%	-10%	7%	-21%
CCC(CO)NC(=O)c1cccc(S(=O)(=O)N2c3ccccc3CC2C)c1 (stereo not drawn)	3%	-5%	-8%	-25%	-18%[57.5 µM]	-10%	8%	1%
O=C(c1ccc(COc2ccc(Cl)cc2)o1)N1CCN(Cc2ccc3c(c2)OCO3)CC1	14%	7%	-4%	-2%	-5%[57.5 µM]	20%	15%	-10%
CC(C)CCN1C(Nc2ccccc2)=NC[C@@H]1CC(C)C	9%	-7%	9%	-14%	i	-8%	-14%	24%
Cc1ccc(C(=O)NC2CCCC2)cc1S(=O)(=O)N1CCCCC1	6%	1%	0%	1%	-20%	6%	2%	1%
Cc1cc(OC(=O)c2ccc(S(=O)(=O)N3CCCC3)cc2)c([N+](=O)[O-])c(=O)[nH]1	16%	2%	2%[57.1 µM]	-8%	-15%	-3%	-22%	-11%
COc1ccc(C(CC(=O)O)NC(=O)COc2cc(C)ccc2C)cc1OC (stereo not drawn)	15%	-2%	-2%	9%	i	11%	8%	-22%
COc1ccc(N(C(=O)Cn2nnc(-c3ccccc3F)n2)C(C(=O)NCC2CCCO2)c2ccc(Cl)cc2)cc1 (stereo not drawn)	4%	2%	-8%	-9%	-33%[inhibitor]	5%	-9%	?
Cc1cc(NC(=O)c2cc(-c3ccccc3C)nc3ccccc23)no1	2%	1%	-2%	-7%	i	13%	·	0%
Cc1ccc(C(=O)Cn2nnc(-c3cccs3)n2)cc1	16%	0%	8%	-16%	-7%	-5%	-8%	-4%
Cc1[nH]c(=O)[nH]c(=O)c1S(=O)(=O)N1CCN(c2cccc(Cl)c2)CC1	0%	0%	0%	-19%	-11%	-5%	-22%&-17%	2%&14%
O=C(CSc1ncnc2nc[nH]c12)c1ccc(Cl)cc1	5%	-1%	5%	-6%	-35%[inhibitor]	-6%	-7%	10%
Cc1ccnc(NC(=O)CNC(=O)COc2ccccc2)c1	9%	-3%	-5%	-2%	-16%	5%	2%	-1%

An excerpt of these results, with two lines to a compound:
Order of results: EPAC2 agonist, aSyn rescue, EPAC2 antag, EPAC1 antag, PTHR1 agonist, EPAC1 ag, FUS suppressor, TDP-43 yeast inh
> CCC(CO)NC(=O)c1cccc(S(=O)(=O)N2c3ccccc3CC2C)c1 (stereo not drawn)
→ 3%, -5%, -8%, -25%, -18%[57.5 µM], -10%, 8%, 1%
> O=C(c1ccc(COc2ccc(Cl)cc2)o1)N1CCN(Cc2ccc3c(c2)OCO3)CC1
→ 14%, 7%, -4%, -2%, -5%[57.5 µM], 20%, 15%, -10%
> CC(C)CCN1C(Nc2ccccc2)=NC[C@@H]1CC(C)C
→ 9%, -7%, 9%, -14%, i, -8%, -14%, 24%
> Cc1ccc(C(=O)NC2CCCC2)cc1S(=O)(=O)N1CCCCC1
→ 6%, 1%, 0%, 1%, -20%, 6%, 2%, 1%
> Cc1cc(OC(=O)c2ccc(S(=O)(=O)N3CCCC3)cc2)c([N+](=O)[O-])c(=O)[nH]1
→ 16%, 2%, 2%[57.1 µM], -8%, -15%, -3%, -22%, -11%
> COc1ccc(C(CC(=O)O)NC(=O)COc2cc(C)ccc2C)cc1OC (stereo not drawn)
→ 15%, -2%, -2%, 9%, i, 11%, 8%, -22%
> COc1ccc(N(C(=O)Cn2nnc(-c3ccccc3F)n2)C(C(=O)NCC2CCCO2)c2ccc(Cl)cc2)cc1 (stereo not drawn)
→ 4%, 2%, -8%, -9%, -33%[inhibitor], 5%, -9%, ?
> Cc1cc(NC(=O)c2cc(-c3ccccc3C)nc3ccccc23)no1
→ 2%, 1%, -2%, -7%, i, 13%, ·, 0%
> Cc1ccc(C(=O)Cn2nnc(-c3cccs3)n2)cc1
→ 16%, 0%, 8%, -16%, -7%, -5%, -8%, -4%
> Cc1[nH]c(=O)[nH]c(=O)c1S(=O)(=O)N1CCN(c2cccc(Cl)c2)CC1
→ 0%, 0%, 0%, -19%, -11%, -5%, -22%&-17%, 2%&14%
> O=C(CSc1ncnc2nc[nH]c12)c1ccc(Cl)cc1
→ 5%, -1%, 5%, -6%, -35%[inhibitor], -6%, -7%, 10%
> Cc1ccnc(NC(=O)CNC(=O)COc2ccccc2)c1
→ 9%, -3%, -5%, -2%, -16%, 5%, 2%, -1%

Continuation:
SMILES	EPAC2 agonist	aSyn rescue	EPAC2 antag	EPAC1 antag	PTHR1 agonist	EPAC1 ag	FUS suppressor	TDP-43 yeast inh
CC(C)(C)c1cc(OC(=O)c2ccncc2)ccc1O	-9%	6%	-2%	2%	i	0%	6%	-8%
CCOC(=O)c1c(C)sc2c1N(C(C)=O)c1cc(Cl)ccc1S2	25%	2%	-5%	-7%	-12%	12%	22%	?
CC(C)N1CCN(Cc2ccc(-c3ccccc3)cc2)CC1CCO (stereo not drawn)	0%	20%	-8%	4%	i	6%	4%	-8%
CC(=O)c1sc2nc(C)c3c(c2c1N)CCCC3	10%	18µM*	-6%	-9%	i	1%	-6%	13µM*
Cc1ccc(CN2CCN(Cc3ccccc3C(F)(F)F)CC2)cc1	12%	1%	-4%	-1%	-9%	9%	-3%	-15%
O=C(NCc1ccccc1Cl)C1CCC(CNc2c(N3CCOCC3)c(=O)c2=O)CC1 (stereo not drawn)	-9%	-1%	-3%	-10%	i	-2%	8%	-16%
CC(C)(C)/C(Cn1cncn1)=N\OC(=O)Nc1ccc(Cl)cc1	-5%	24%	5%	-18%	i	-4%	-6%	-15%[0.397 µM]
Cc1onc(-c2ccccc2)c1C(=O)NC(=S)NNC(=O)c1cccnc1	-4%	?	1%	-6%	i	3%	12%	24%
O=[N+]([O-])c1ccccc1C1Nc2cccc3cccc(c23)N1	-9%	-7%	5%	?	-23%	-3%	-1%	-1%
CSc1nc2ccccc2n1CC(=O)Nc1ccc(C)c(C)c1	-15%	-3%	-4%	0%	-20%	-10%	·	-11%
CCNC(=S)N(Cc1ccc(OC)cc1)C1CC(=O)N(c2ccc(OCC)cc2)C1=O (stereo not drawn)	-16%	9%	7%	-5%	-39%[inhibitor]	-16%	-4%	-3%
Cn1cc(C(=O)c2ccc(Cl)cc2Cl)cc1C(=O)NN	5%	3%	-1%	15%	-16%	3%	20%	-16%
Nc1nc(SCC(=O)Nc2ccc([N+](=O)[O-])cc2)n[nH]1	6%	0%	13%	-16%	i	9%	9%	12%
O=C(Cc1ccccc1)NC1CCN(C(=O)c2ccc([N+](=O)[O-])cc2)CC1	12%	1%	4%	14%	0%	8%	14%	-21%
N#Cc1ccc(C23CC4(C2)[C@H](CN(CC2CCCCC2)[C@@H]4c2ccccc2)C3c2ccccc2)cc1 (stereo partly drawn)	-4%	1%	0%	8%	-23%	-1%	?	-12%
N#CCCn1nnc(-c2ccccc2F)n1	4%	0%	18%	11%	-20%	-4%	-3%	8%
COc1ccc(NC(=O)/C(=C\c2cc(OC)c(OC)cc2[N+](=O)[O-])NC(=O)c2ccccc2)cc1	2%	-6%	-1%	4%	-18%[57.5 µM]	8%	2%	0%
CCOCC(=O)Nc1c(C(=O)Nc2ccc3c(c2)OCCO3)oc2ccccc12	-6%	-19%	-20%	?	-6%	9%	19%	-14%
COc1ccc(NC(=O)CN(C)C(=O)c2ccc3c(c2)CC(c2ccccc2)OC3=O)cc1 (stereo not drawn)	-11%	3%	9%	4%	i	-4%	27%	2%
Cn1c(=O)c(=O)n(C)c2cc(S(=O)(=O)N3CCC(Cc4ccccc4)CC3)ccc21	-10%	0%	14%	-1%	i	-2%	·	-16%
Cc1c(Cl)cccc1NC(=O)COC(=O)c1ccc(CN2CCCC2=O)cc1	0%	1%[1.84 µM]	1%	24%	2%	-11%	7%	-11%
